Source: PubChem
HEK293 tox: qHTS of GLP-1 Receptor Inverse Agonists: Cytotox Screen; HEK293 cAMP-luciferase reporter cells, luminescence, 24 h; Potency, µM (highest dose often 38.3 µM), for inactives: at the highest dose activity change, negative = inhibition, usual class: inhibitors; hit rate 0.13% among 410,000; AID 624418, 2012;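 note: loss of luciferase light is scored as toxicity; % is set by controls: 0 for no effect and ±100 for the full control effect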
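1536-well qHTS counterscreen of the MLSMR; 200 cells/uL, 12 h pre-incubation, 23 nL cpd, 24 h at 37 deg C 5% CO2, luciferase detection reagent, 12 min RT, luminescence. Inhibition = undesired.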
GLP-1R inv ag: qHTS of GLP-1 Receptor Inverse Agonists (Inhibition Mode) | Potency, µM (titrated, usually from 38.3 µM), for inactives: top-dose activity change, negative = inhibition, actives largely listed as inhibitors | Glucagon-like peptide 1 receptor (Homo sapiens), P43220 | HEK293 GLP-1R CRE-luciferase, luminescence, 24 h; GLP-1R form is constitutively active | hit rate 1.6% among 410,000; note: % is set by controls: 0 for no effect and ±100 for the full control effect; nearly all actives have a fitted effect of over 55% in size
Target sequence (P43220 whole entry, looked up): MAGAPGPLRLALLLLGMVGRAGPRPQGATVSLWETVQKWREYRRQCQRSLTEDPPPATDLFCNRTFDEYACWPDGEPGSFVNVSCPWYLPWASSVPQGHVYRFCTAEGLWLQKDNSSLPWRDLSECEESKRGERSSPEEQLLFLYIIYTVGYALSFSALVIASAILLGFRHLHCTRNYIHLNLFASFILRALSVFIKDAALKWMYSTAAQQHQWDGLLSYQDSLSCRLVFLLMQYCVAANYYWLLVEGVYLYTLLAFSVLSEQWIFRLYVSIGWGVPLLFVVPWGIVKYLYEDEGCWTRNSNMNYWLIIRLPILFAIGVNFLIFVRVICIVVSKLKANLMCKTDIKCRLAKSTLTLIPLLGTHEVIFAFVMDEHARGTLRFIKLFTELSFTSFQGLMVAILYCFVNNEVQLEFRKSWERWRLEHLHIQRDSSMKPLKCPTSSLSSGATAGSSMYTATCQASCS
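Assay principle: reduced luminescence from a cAMP-responsive reporter in HEK293 cells co-expressing a constitutively active GLP-1R. Conditions: 24 hr compound incubation, 37 deg C, 5% CO2.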
TDP-43 yeast inh: qHTS of TDP-43 Inhibitors. Potency, µM (titrated, usually from 46.1 µM), for the others: at the top dose growth rescue (activation), actives largely listed as activators. hit rate 1.8% among 410,000. AID 652104, 2013. TDP-43 expressing yeast growth rescue, BacTiter-Glo, 24 h; note: % of control where 0% means no effect; nearly all actives have a fitted effect of over 50% in size
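Readout is BacTiter-Glo luminescence of cell growth, so inhibitors register as activators. TDP-43-expressing yeast at OD600=0.02 in galactose medium, after raffinose pregrowth to mid-log, were incubated with compound for 24 hr at 30 deg C.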
Starred values were filed as active, the others as inactive; ? = inconclusive; [ ] = remark or other dose. Calls come from the whole dose curve; as a rule, active = well fitted curve in the direction sought with a large enough effect; inconclusive = small, poorly fitted or top-dose-only effect, or another doubt; inactive = no such curve, though single readings can be large; an effect the other way counts as inactive or inconclusive. Potency is the fitted concentration of half-maximal effect.

Preview, two compounds:
Order of results – HEK293 tox, GLP-1R inv ag, TDP-43 yeast inh
O=C(CCCn1c(=O)c2ccccc2n(Cc2cccc(Cl)c2)c1=O)NCCc1ccc(Cl)cc1
→ 3%, 1%, 2%
O=C(CSc1nnc2[nH]c(=O)cc(-c3ccccc3)n12)Nc1cc(C(F)(F)F)ccc1Cl
→ 1%, 5%, ?

Main list, from the first entry:
Order of results – HEK293 tox, GLP-1R inv ag, TDP-43 yeast inh
O=C(CCCn1c(=O)c2ccccc2n(Cc2cccc(Cl)c2)c1=O)NCCc1ccc(Cl)cc1
→ 3%, 1%, 2%
O=C(CSc1nnc2[nH]c(=O)cc(-c3ccccc3)n12)Nc1cc(C(F)(F)F)ccc1Cl
→ 1%, 5%, ?
CCS(=O)(=O)NCCc1csc2nc(-c3ccc(OC)cc3)nn12
→ 0%, 14%, 20%
Cc1cc(Nc2ccc(C(C)C)cc2)nc(-n2nc(C)cc2C)n1
→ -23%, ?, 20µM*
Cc1cc(=O)[nH]c2nnc(SCC(=O)Nc3ccc(OC(F)(F)F)cc3)n12
→ 12%, 7%, 22%
COc1ccc(S(=O)(=O)NCc2ccc3c(c2)CCN3C(C)=O)cc1OC
→ -1%, 8%, 4%
Cc1cc(C)cc(NC(=O)CCc2c(C)nn(-c3ccc(N4CCCC4)nn3)c2C)c1
→ 1%, 1%, 11%
COCCNC(=O)c1nn(-c2ccc(Cl)cc2)nc1CO
→ -2%, 2%, 13%
CCN(CCCNC(=O)CN1N=C(c2ccc(C)cc2)CCC1=O)c1ccccc1
→ 3%, -23%, -8%
CCOc1ccc(/C=C/c2nc(C#N)c(N3CCCCC3)o2)cc1
→ -9%, -27%, ?
CCOc1ccc(CCNC(=O)CCc2c(C)nc3cc(-c4ccccc4OC)nn3c2C)cc1
→ 1%, 4%, -31%[inhibitor]
COc1ccccc1C(=O)NCc1nc2cccnc2n1Cc1ccc(F)cc1
→ -2%, 1%, ?
CCOC(=O)N1CCc2c(sc3c2c(=O)n(Cc2ccccc2)c(=O)n3Cc2cc(C)ccc2C)C1
→ 5%, 7%, 21%
CCC12CN3CC(CC)(CN(C1)C3c1c[nH]c3ccccc13)C2=O (centres undefined)
→ -5%, ?, 18%
Cc1ccc(-c2nnn(CC(=O)N(CC(=O)NCCC(C)C)c3ccc(F)cc3)n2)cc1
→ 2%, 14%, 0%
COc1ccc(NS(=O)(=O)c2ccc3[nH]c4c(c3c2)CCCC4)cc1OC
→ -3%, ?, 24%
CCc1ccc(S(=O)(=O)NCc2ccc3c(c2)CCN3C(=O)c2ccc(C)cc2)cc1
→ 2%, -11%, 9%
Cc1c(-c2ccc(Br)cc2)c(=O)oc2ccc(OC(=O)N3CCOCC3)cc12
→ -27%, -6%, ?
O=C(NCCCc1ccccc1)c1nn(-c2ccccc2F)nc1CO
→ 3%, -2%, ?
Cc1cccn2c(=O)c3cc(C(=O)NC(C)(C)C)n(C)c3nc12
→ 42%[activator], 12%, 23%
CCOc1ccc(NC(=O)c2nn(C)c3c2COc2ccccc2-3)cc1
→ -4%, -3%, 22%
CC1CCC(NC(=O)CCc2cn(Cc3ccccc3Cl)c3ccccc23)CC1 (centres undefined)
→ -5%, -25%, 11%
O=C(CSc1cn(CC(=O)N2CCCC2)c2ccccc12)Nc1ccccc1C(F)(F)F
→ 1%, ?, 21%
COc1ccc(-c2cn3c(n2)sc2cc(C(=O)NCc4ccccc4OC)ccc23)cc1
→ -9%, 26%, 16%
CCCCNC(=O)c1c(-c2ccccc2)c(-c2ccccc2)nn(C)c1=O
→ -1%, 10%, 7%
O=C(NCc1cccc(Cl)c1)c1cc2c(s1)-c1ccccc1SC2
→ -8%, -25%, 29%
CCc1ccc(-c2ccc3nnc(SCC(=O)Nc4cccc(C(C)=O)c4)n3n2)cc1
→ 0%, -3%, 0%
COc1cccc(C(=O)Nc2cccc(-c3cn4ccsc4n3)c2)c1OC
→ -13%, 3%, 13µM*
Cc1cccc(Nc2nnc(-c3ccc(C)c(S(=O)(=O)N4CCN(C)CC4)c3)c3ccccc23)c1
→ 0%, ?, 12%
Cc1ccc2c(c1)sc1nc(-c3cc4cc(Cl)ccc4oc3=O)cn12
→ 22%, 16%, 12%
COc1ccc(C(=O)NCc2ccc3c(c2)CCN3C(=O)c2ccc(C)cc2)cc1
→ -5%, 7%, -5%
Fc1ccccc1N1CCN(c2ncnc3c2nc2n3CCCC2)CC1
→ -14%, -3%, ?
COc1ccc2nc(N(Cc3cccnc3)C(=O)Cc3ccccc3)sc2c1
→ 7%, ?, 32µM*
COCc1oc2ccc(NS(=O)(=O)c3ccc(C)cc3)cc2c1C(=O)OC
→ -20%, ?, 0%
O=C(NCc1ccccc1)c1ccc2c(c1)nc1n2CCCCC1
→ 1%, -1%, -7%
CCOc1ccc(-n2c(=O)c3c(C)c(C(=O)N(C)C)sc3n(Cc3cc(C)ccc3C)c2=O)cc1
→ -3%, 11%, -7%
Cc1ccc(-c2nc(CCNC(=O)C(=O)Nc3ccc(F)cc3F)cs2)cc1
→ 5%, 12%, 11%
COc1ccc(C(=O)Nc2nc3c(s2)CCCC3)cc1Cl
→ -6%, ?, 24%
CCOC(=O)c1ccc(CN(Cc2ccc(Cl)cc2Cl)S(=O)(=O)c2cccc(Cl)c2)cc1
→ 3%, 3%, 18%
CCC(CC)C(=O)Nc1cccc(-c2nc3ncccn3c2C)c1
→ 1%, 11%, 9%
Cc1ccc(OCC(=O)N(Cc2ccc(Cl)cc2)Cc2ccco2)cc1C
→ -2%, ?, 10%
CCc1ccc(NC(=O)Cn2ccn(Cc3ccccc3OC)c(=O)c2=O)cc1
→ 0%, -11%, 14%
CCOC(=O)c1c(C)[nH]c(CCC(=O)NCc2ccccc2C)c1C
→ -5%, 7%, 17%
CCC(=O)C1=C(c2ccc(C)cc2)N(C(=O)CC)n2c(nnc2C2CCCCC2)S1
→ 1%, 12%, 0%
CCc1ccc2oc(C(=O)N(Cc3ccc(N(C)C)cc3)Cc3ccco3)c(C)c2c1
→ 11%, ?, -10%
Cc1ccc(C)c(NC(=O)Cn2c(=O)nc(-c3ccccc3)c3ccccc32)c1
→ -5%, 11%, 0%
Cc1ccc(Cn2ccnc2SCC(=O)Nc2nc3ccccc3s2)cc1
→ 0%, 1%, 22µM*
CCCCNC(=O)CCCN1C(=O)c2ccccc2Sc2ncccc21
→ 0%, 6%, 16%
CCOC(=O)C1=C(CN2CCCCC2)NC(=O)NC1c1ccc(OC)cc1 (centres undefined)
→ -10%, 2%, 0%
O=C(Nc1cccc(NC(=O)c2ccccc2Cl)c1)c1cccc(Br)c1
→ 1%, -38%, -2%
Cc1ccc2nc(CSc3nnc(NC(=O)CC(C)C)s3)cc(=O)n2c1
→ -1%, 4%, 0%
COc1cc(C(=O)NCc2nc(-c3ccc(Cl)cc3)no2)cc(OC)c1OC
→ 10%, -1%, -6%
COC(=O)c1ccc(NC(=O)CC2C(=O)N(c3ccccc3)C(=O)N2C2CCCC2)cc1 (centres undefined)
→ -1%, 7%, 9%
Cc1ccc(-c2nc(NC(=O)CSc3ncnc4sc5c(c34)CCC(C)C5)ns2)cc1 (centres undefined)
→ 4%, 0%, -1%
COc1ccccc1Nc1cc(C(=O)NCCCN(C)C2CCCCC2)c2ccccc2n1
→ -30%, ?, -14%
CCOc1ccc(CN2C(=O)c3ccccc3Sc3ccc(C(=O)NCc4ccc(C)cc4)cc32)cc1
→ 1%, -20%, 34%
Cc1ccc(-c2c(CN3CCN(c4cc(C)ccc4C)CC3)csc2C)cc1
→ 1%, 7%, 14%
Cc1ccccc1CNC(=O)c1oc2c(c1C)-c1[nH]ncc1CC2
→ 1%, 2%, ?
O=C(CSc1nc2c([nH]c3ccccc32)c(=O)n1-c1ccccc1)Nc1ccc(Cl)c(Cl)c1
→ 0%, 1%, -8%
Nc1c(C(=O)Nc2ccc(Br)cc2)sc2nc(-c3ccncc3)ccc12
→ -7%, -3%, 25%

Record cards, from the list above.
Listed for COc1cccc(C(=O)Nc2cccc(-c3cn4ccsc4n3)c2)c1OC → HEK293 tox = -13%; GLP-1R inv ag = 3%; TDP-43 yeast inh = 13µM*
Listed for COc1ccc(C(=O)NCc2ccc3c(c2)CCN3C(=O)c2ccc(C)cc2)cc1 → HEK293 tox = -5%; GLP-1R inv ag = 7%; TDP-43 yeast inh = -5%

Other structures
SMILES	HEK293 tox	GLP-1R inv ag	TDP-43 yeast inh
CCCCN(CCCC)CCNC(=O)c1cc(=O)[nH]c2ccc(S(=O)(=O)N3CCCCCC3)cc12	12%	4%	19%
Cc1ccc(N(C)S(=O)(=O)c2nnc(NC(=O)CC(C)C)s2)cc1	-9%	6%	14%
CCOC(=O)c1ccc(NS(=O)(=O)c2ccc(-c3cc(C)no3)cc2)cc1	3%	11%	4%
Cc1ccc(NCc2cccn2-c2nnc(N3CCC(C(=O)NCCC(C)C)CC3)s2)cc1	-13%	?	8%
COc1ccc(NC(=O)c2cc3c(=O)n(Cc4ccco4)ccc3nc2C)cc1	0%	-25%	0%
Cc1ccccc1C(=O)N(Cc1ccc(N(C)C)cc1)CC1CCCO1 (centres undefined)	-13%	-15%	10%
COc1ccc(Cl)cc1NC(=O)Cn1ccn(-c2cc(C)cc(C)c2)c(=O)c1=O	-7%	?	8%
CCCCN(C)CCCNC(=O)Cn1nc(CC)n2c(cc3sc(C)cc32)c1=O	1%	8%	2%
O=C(Nc1ccc2nc(SCC(=O)N3CCOCC3)sc2c1)c1cccc(Br)c1	-28%	?	11%
COc1ccc(-c2noc(CN(C(=O)C(C)Oc3ccc(C)cc3)C(C)C)n2)cc1 (centres undefined)	2%	?	35µM*
CCCn1c(=O)c2sccc2n2c(CCCC(=O)NCc3ccccc3)nnc12	0%	6%	11%
O=C(NC1CCCCC1)c1ccc2c(c1)N(Cc1ccccc1F)C(=O)c1ccccc1S2	2%	16%	-12%
CCOc1ccc(NC(=O)C(C)Sc2nnc3cc(C)c4ccccc4n23)cc1 (centres undefined)	1%	-3%	12%
CCc1cccc(C)c1NC(=O)Cn1nnc(-c2nc(-c3ccccc3F)no2)c1N	1%	1%	24%
COc1ccc(NC(=O)CCCc2nnc3n(CCC(C)C)c(=O)c4sccc4n23)cc1Cl	-10%	-7%	14%
COC(=O)c1cc(NC(=O)c2ccc3c(c2)NC(=O)c2ccccc2S3)cc(C(=O)OC)c1	7%	12%	19%
CCOCCCNC(=O)C(c1ccccc1)N1Cc2ccccc2C1=O (centres undefined)	-4%	-13%	24%
CCN(CC)Cc1c(NC(=O)c2ccc(OC)cc2)sc2c1CCCC2	?	?	19%
CCOc1ccc(CNC(=O)CSc2c3c(nc4ccc(Cl)cc24)CCCC3)cc1	-4%	12%	20%
Cc1ccc2oc3c(c(=O)c2c1)C(c1ccccc1F)N(CCCN(C)C)C3=O (centres undefined)	-2%	11%	-6%
Cc1cc(C)cc(NC(=O)CCCn2c(=O)c3cccn3c3ccccc32)c1	-13%	4%	1%
O=C(NCCS(=O)(=O)N1CCN(c2ccc(F)cc2)CC1)c1cc(=O)c2ccccc2o1	-1%	7%	29%
CCn1c(=N)n(CCOc2ccc(Br)cc2)c2ccccc21	?	?	-14%
Cc1ccc(Cn2ccn(Cc3ccccc3F)c(=O)c2=O)cc1	6%	-10%	6%
Cc1cccn2c(=O)cc(CSc3nnc(NC(=O)COc4ccc(F)cc4)s3)nc12	-6%	1%	27%
COc1ccc(OC)c(NC(=O)Cn2ccn(-c3ccc(OC)c(OC)c3)c(=O)c2=O)c1	3%	-3%	7%
Cc1nnc(NC(=O)CSc2nccn2-c2cccc(Cl)c2)s1	1%	-16%	0%
Cc1cc(C)c(NC(=O)CN2C(=O)c3cccnc3Oc3ccc(C)cc32)c(C)c1	-2%	0%	-8%
COc1ccccc1-n1ncc2c(=O)[nH]c(SCC(=O)Nc3cccc(F)c3)nc21	4%	9%	20%
CC(=O)N1CCOc2cc(S(=O)(=O)NCc3ccccc3Cl)c(C)cc21	24%	3%	1%

6 entries already listed, ordered by molecular weight, ascending:
SMILES	HEK293 tox	GLP-1R inv ag	TDP-43 yeast inh
Cc1ccc(Cn2ccn(Cc3ccccc3F)c(=O)c2=O)cc1	6%	-10%	6%
CC(=O)N1CCOc2cc(S(=O)(=O)NCc3ccccc3Cl)c(C)cc21	24%	3%	1%
COc1ccccc1-n1ncc2c(=O)[nH]c(SCC(=O)Nc3cccc(F)c3)nc21	4%	9%	20%
COc1ccc(OC)c(NC(=O)Cn2ccn(-c3ccc(OC)c(OC)c3)c(=O)c2=O)c1	3%	-3%	7%
Cc1cccn2c(=O)cc(CSc3nnc(NC(=O)COc4ccc(F)cc4)s3)nc12	-6%	1%	27%
O=C(NCCS(=O)(=O)N1CCN(c2ccc(F)cc2)CC1)c1cc(=O)c2ccccc2o1	-1%	7%	29%

Some of the compounds tested; count on the stated rates, not on these rows.
